# D1 ag = agonists of human D1 dopamine receptor. AID 504660. activation, % at 2 µM. P21728. HEK293 T-REx D1 cells, calcium flux, agonist mode. 360,000 tested, 1% active; note: 0% is about no effect
# Target sequence (P21728 whole entry, looked up): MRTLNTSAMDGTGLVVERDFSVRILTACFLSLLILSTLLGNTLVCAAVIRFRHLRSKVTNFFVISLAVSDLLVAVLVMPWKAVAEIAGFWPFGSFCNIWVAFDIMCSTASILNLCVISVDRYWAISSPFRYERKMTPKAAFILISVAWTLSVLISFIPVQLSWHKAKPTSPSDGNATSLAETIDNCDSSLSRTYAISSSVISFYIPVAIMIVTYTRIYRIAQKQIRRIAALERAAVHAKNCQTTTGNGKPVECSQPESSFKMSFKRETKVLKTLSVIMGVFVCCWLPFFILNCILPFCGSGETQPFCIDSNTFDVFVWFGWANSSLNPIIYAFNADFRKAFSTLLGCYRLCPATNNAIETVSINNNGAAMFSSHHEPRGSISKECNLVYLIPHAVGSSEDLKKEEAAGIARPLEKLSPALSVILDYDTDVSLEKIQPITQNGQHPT
#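 Inducible HEK293 T-REx D1 cells, force-coupled to calcium signalling, were plated at 4000 cells/well with tetracycline and held overnight at 30 C. After no-wash calcium dye loading, compound-evoked calcium rise over 180 s flagged agonists.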
# D1 potentiator = enhances dopamine response at the human D1 receptor; 360,000 tested, 0.036% active; AID 504651; potentiation, % at 10 µM; HEK293 TREx D1 cells, calcium flux, dopamine EC20 potentiation; P21728; in the data active = potentiation above about 30%; note: 0% is about no effect
# TRHR ag = agonists of human TRH receptor | 360,000 tested, 0.18% active | P34981 | activation, % at 2 µM | TRHR cells, calcium flux fluo-8, FDSS agonist mode; note: 0% is about no effect
#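 Steps: seed TRHR cells overnight; add fluo-8 no-wash Ca dye, RT 30 min–1.5 h; record 10 s baseline; pin-transfer compounds; monitor fluorescence 1 cycle/s for the agonist window. Calcium increases flag candidate agonists.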
# D2 antagonist = antagonizes the human D2 dopamine receptor; P14416; HEK293 TREx D2 cells, calcium flux, dopamine EC80; inhibition, % at 10 µM; 340,000 tested, 2% active; in the data active = inhibition above about 30%; note: 0% is about no effect
# Target sequence (P14416 whole entry, looked up): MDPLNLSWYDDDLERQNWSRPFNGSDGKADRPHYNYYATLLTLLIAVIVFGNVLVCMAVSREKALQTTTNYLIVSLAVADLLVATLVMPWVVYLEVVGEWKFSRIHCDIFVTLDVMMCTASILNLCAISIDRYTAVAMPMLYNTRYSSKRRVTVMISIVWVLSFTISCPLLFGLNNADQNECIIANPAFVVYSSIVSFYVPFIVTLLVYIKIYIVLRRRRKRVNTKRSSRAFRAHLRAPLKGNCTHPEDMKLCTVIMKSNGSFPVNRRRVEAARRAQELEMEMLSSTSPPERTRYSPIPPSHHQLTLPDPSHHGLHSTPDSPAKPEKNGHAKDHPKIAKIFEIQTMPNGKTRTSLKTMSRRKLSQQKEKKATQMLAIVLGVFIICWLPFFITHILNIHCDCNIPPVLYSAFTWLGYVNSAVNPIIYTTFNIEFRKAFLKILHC
#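 Read-out: kinetic calcium fluorescence (1 cycle/s) in inducible HEK293 T-REx D2 cells after an EC80 dopamine addition that followed 180 s compound preincubation. Loss of the dopamine response indicates antagonism.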
# D2 agonist = activates the human D2 dopamine receptor | P14416 | HEK293 T-REx D2 cells, calcium flux agonist mode | activation, % at 2 µM | 340,000 tested, 0.53% active;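 active = activation over 3 SD above normal in the single-dose calcium agonist read, cut at about 30% in these data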; note: 0% is about no effect
#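 HEK293 Trex D2 cells, tetracycline-induced, o/n 30 C 5% CO2; no-wash Ca dye, RT 30–90 min; 10-cycle baseline, 23 nl cpd added, kinetic Ca read 180 s; agonist hits = positive Ca response.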
# RXFP1 antagonist = antagonists of human relaxin receptor RXFP1; Q9HBX9; HEK293-RXFP1, relaxin-stimulated cAMP HTRF, 30 min; active compounds read low; activity change, negative = inhibition, % at 57.5 µM; 350,000 tested, 0.59% active; AID 1259400;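 active = activity change of -60% or lower, but not beyond a set lower limit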; note: % is set by controls: 0 for no effect and ±100 for the full control effect
# D1 antagonist = blocks dopamine activation of the human D1 receptor; P21728; HEK293 TREx D1 cells, calcium flux, dopamine EC80; active compounds read low; activity change, negative = inhibition, % at 10 µM; 360,000 tested, 3.2% active; in the data active = activity change below about -30%; note: % is set by controls: 0 for no effect and ±100 for the full control effect
#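 Allosteric or orthosteric antagonism assessed as attenuation of the calcium response to EC80 dopamine, added 180 s after compound, in induced HEK293 Trex D1 cells loaded with no-wash calcium dye.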
# D2 potentiator = positive allosteric modulators of human D2 dopamine receptor; P14416; HEK293 T-REx D2, calcium flux, EC20 dopamine potentiation; potentiation, % at 10 µM; 340,000 tested, 0.34% active;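 active = potentiation over 3 SD above the plate norm, cut at about 30% in these data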; note: 0% is about no effect
#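 Tetracycline-induced Hek293 Trex D2 cells, force-coupled to calcium, loaded with no-wash calcium dye. Compound added with 180 s kinetic read for agonism, then EC20 dopamine and a further 180 s read for potentiation.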
# TRHR enhancer = TRH receptor (human) allosteric enhancement; P34981; TRHR cells, fluo-8 calcium fluorescence, EC20 TRH enhancement; enhancement, % at 2 µM; 360,000 tested, 0.66% active; AID 493056; in the data active = enhancement above about 30%; note: 0% is about no effect
#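 Enhancer read-out: after compound pinning and an initial kinetic agonist-mode read, an EC20 of TRH (10 nM final) was injected and fluo-8 calcium signal (Ex 480/Em 530) followed at 1 s/cycle for 100 cycles in TRHR-expressing cells.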
# Active calls of the source: *; x = not tested or not shown. Cut-off read from the data, not from the text of the source, unless noted: active = activation above about 30%; inactive = the rest.
# Below each SMILES: D1 ag	D1 potentiator	TRHR ag	D2 antagonist	D2 agonist	RXFP1 antagonist	D1 antagonist	D2 potentiator	TRHR enhancer
CCc1ccc(NC(=O)CSc2nc3n[nH]c(C)c3c(=N)n2-c2cccc(OC)c2)cc1
→ 1.7	-6.2	0.1	1.6	0.5	3.4	2.1	-7.5	2.5
CCCN1CCN(CCCNC(=O)Cn2nc(-c3ccc(C)cc3)ccc2=O)CC1
→ 1.6	-6.3	-0.7	7.3	-0.1	-10.3	-2.5	0.3	0.6
COc1ccc(C2/C=C\CN(S(=O)(=O)c3cccs3)CC(=O)N2Cc2ccc(F)cc2)cc1 (stereo not drawn)
→ 11.1	-3.4	1.5	-31.0	0.8	x	-20.1	-3.9	-4.7
S=C(Nc1ccccc1)Nc1ccc(Cl)cn1
→ 3.6	0.9	-0.2	-2.1	0.1	-4.0	-10.2	1.5	-3.0
Cc1csc(NC(=O)c2ccc(=O)[nH]c2)n1
→ 2.3	6.7	0.8	-20.5	-0.4	0.9	-1.0	15.9	9.0
CCCCN(CC)CCCNC(=O)c1cn(CC)c2ccc(S(=O)(=O)N3CCOCC3)cc2c1=O
→ 1.4	0.0	1.0	x	-1.4	x	-4.6	-3.6	-3.0
COC(=O)c1ccc(CSc2nnc(NC(=O)c3cc4c(s3)CCCC4)s2)cc1
→ -2.0	-1.6	-0.2	3.0	0.0	-6.8	-1.8	15.4	-0.9
CSc1ncc(CN2CCN(C3CCN(C(C)C)CC3)C(CCO)C2)cn1 (stereo not drawn)
→ 0.7	-4.9	0.6	-6.8	0.6	-4.3	6.0	-5.1	15.6
OCCOc1ccc(CN2CCCC(N3CCN(c4ccc(F)cc4)CC3)C2)cc1 (stereo not drawn)
→ 0.3	-4.8	-0.2	17.3	0.9	-5.7	-42.9*	-0.4	-2.1
CCC1Oc2ccccc2N(CC(=O)NCCCN2CCN(CC)CC2)C1=O (stereo not drawn)
→ 0.5	6.7	1.1	1.7	0.2	19.9	2.5	1.4	9.8
CC1CN(c2nc3c(c(=O)n(Cc4ccc(Cl)cc4)c(=O)n3C)n2C)CC(C)O1 (stereo not drawn)
→ 0.4	5.4	-0.5	4.1	-0.7	4.1	-4.5	-4.5	-6.6
Cc1cccc(C)c1OCC(=O)NCC1(N(C)C)CCCCC1
→ 1.2	-0.2	1.8	x	0.8	-8.2	-20.3	-30.5	-2.0
CN(CC(=O)NC1CCCCC1)S(=O)(=O)c1cccc2nsnc12
→ 1.4	-4.2	-0.6	2.2	0.1	5.7	4.1	4.4	-5.9
CCN(Cc1nc2ccccc2c(=O)[nH]1)C(=O)COc1ccccc1Cc1ccccc1
→ -0.1	-5.9	0.8	10.3	0.4	-34.6	-16.2	-0.6	-3.7
Cc1nn(C)c(Cl)c1C(=O)NC(C(=O)O)c1ccccc1 (stereo not drawn)
→ 1.4	-2.9	-0.3	-21.8	-1.3	12.0	-7.5	-4.3	-3.7
Cc1cccnc1NC(=O)C1c2ccccc2Oc2ccccc21
→ 2.8	-3.6	0.6	6.6	0.3	-0.1	3.1	7.3	-2.7
Cc1cc(N)n2ncc(-c3ccccc3)c2n1
→ 1.9	-0.3	-0.1	2.2	0.0	-2.2	-13.6	15.8	-2.0
Cc1ccc2cc(/C=N/NC(=O)c3ccccc3O)c(Cl)nc2c1
→ 12.7	-1.9	0.4	-15.3	0.5	1.8	-21.7	-5.0	-0.5
CCCNC(=O)N1[C@H](c2cccs2)[C@@H](C)C(=O)[C@@H](C)[C@@H]1c1cccs1
→ 1.8	-0.6	-0.9	x	-1.3	2.4	18.5	-2.6	-5.9
CSCc1nc2scc(-c3ccccc3)c2c(=O)[nH]1
→ -3.9	2.4	-0.9	22.1	3.1	-12.1	-3.4	-9.6	1.3

# One compound at a time (already shown). Order of values: D1 ag | D1 potentiator | TRHR ag | D2 antagonist | D2 agonist | RXFP1 antagonist | D1 antagonist | D2 potentiator | TRHR enhancer
# Cc1nn(C)c(Cl)c1C(=O)NC(C(=O)O)c1ccccc1 (stereo not drawn) across the screens: 1.4 | -2.9 | -0.3 | -21.8 | -1.3 | 12.0 | -7.5 | -4.3 | -3.7
# Cc1cccc(C)c1OCC(=O)NCC1(N(C)C)CCCCC1 across the screens: 1.2 | -0.2 | 1.8 | x | 0.8 | -8.2 | -20.3 | -30.5 | -2.0
# Cc1cc(N)n2ncc(-c3ccccc3)c2n1 across the screens: 1.9 | -0.3 | -0.1 | 2.2 | 0.0 | -2.2 | -13.6 | 15.8 | -2.0
# CSCc1nc2scc(-c3ccccc3)c2c(=O)[nH]1 across the screens: -3.9 | 2.4 | -0.9 | 22.1 | 3.1 | -12.1 | -3.4 | -9.6 | 1.3

# Next part.
# Below each SMILES: D1 ag	D1 potentiator	TRHR ag	D2 antagonist	D2 agonist	RXFP1 antagonist	D1 antagonist	D2 potentiator	TRHR enhancer
CC(C)CCn1nc(C(=O)Nc2nc3c(s2)CCCC3)c2ccccc2c1=O
→ 0.2	-3.5	-0.1	8.9	1.3	-0.9	11.0	11.4	-5.0
Cc1ccccc1OCC(=O)N/N=C1\CCOc2c(C)cccc21
→ 2.5	-1.0	0.8	-6.9	0.0	4.7	5.1	-25.6	8.8
Cc1cc(NC(=O)COC(=O)[C@H](Cc2c[nH]c3ccccc23)NC(=O)c2ccc(F)cc2)no1
→ 6.0	-5.9	0.5	-11.0	-0.3	-4.0	-4.7	4.4	-3.2
CCOC(=O)C(OC(=O)c1sc(=S)n(C)c1C)C(C)=O (stereo not drawn)
→ 1.5	4.8	-0.1	-10.0	-0.9	-13.7	29.3	-11.8	-1.6
O=C(CN(Cc1ccco1)C(=O)CNS(=O)(=O)c1ccc(F)cc1)NCCc1ccccc1
→ 0.7	-3.6	0.0	-25.4	-0.5	-3.6	5.0	5.3	-1.8
O=C(CN1C(=O)COc2ccccc21)N1CCN(C2CCCCC2)CC1
→ 0.7	-0.1	0.0	1.7	1.4	-9.4	5.3	21.1	9.4
CC(=O)Nc1ccc(NC(=O)c2sc3nc4n(c(=O)c3c2C)CCCCC4)cc1
→ 2.6	-3.2	0.6	-1.0	-0.3	1.6	-0.2	5.2	2.6
CCNc1nc(N)nc(Oc2ccc(OCC)nn2)n1
→ -1.9	6.6	0.1	2.6	0.6	-9.4	16.5	5.4	0.4
Cc1cc(C)c2c(n1)sc1c(=O)n(Cc3ccc(F)cc3)cnc12
→ 1.5	1.1	-1.1	-10.6	-1.1	3.4	4.7	3.7	-6.4
COc1ccccc1CNc1ncnc2nc[nH]c12
→ 0.4	22.6	0.3	3.6	-2.6	x	-7.8	9.3	6.1
COc1ccc(CNC(=O)C2CCCN2S(=O)(=O)c2ccc(C)cc2)cc1 (stereo not drawn)
→ -0.5	-2.0	0.0	6.3	0.7	-8.2	13.0	-9.8	-3.8
O/N=C/c1ccnc(SCc2ccc(Cl)cc2)n1
→ 4.6	-8.4	0.0	-5.9	-0.6	-8.5	-23.7	7.5	4.3
COCCNC(=O)/C(C#N)=C/c1ccc(-c2ccc(S(=O)(=O)N3CCOCC3)cc2)o1
→ 1.4	-1.6	0.1	5.8	-0.1	-5.3	-0.2	15.0	2.9
CCc1ccc(NC(=O)N(Cc2cn(CC)c3ccccc23)C2CCCCC2)cc1
→ 3.2	2.5	0.9	x	0.1	x	6.4	-7.3	-0.2
CN(C)c1cc(=O)n2c(n1)SCCC2
→ 0.3	3.5	0.1	9.9	-0.3	-3.1	13.5	4.6	1.0
Cc1cc(OCCn2c(CCNC(=O)C3CCCCC3)nc3ccccc32)ccc1Cl
→ 22.7	-1.4	-2.0	x	2.5	-1.9	-5.4	9.5	5.4
COC(=O)COc1cccc2c(=O)n(CC(=O)NCCc3ccc(OC)c(OC)c3)ccc12
→ -3.2	-0.5	-0.5	x	x	3.2	19.9	-4.2	-0.8
CCC1CCC(NC(=O)Nc2cccc(OC)c2)CC1 (stereo not drawn)
→ 5.0	-5.7	-0.3	-4.6	-1.6	-7.5	-7.8	-0.4	1.5
Nc1nc(N)nc(-c2cccc(Cl)c2Cl)n1
→ -1.7	1.1	0.1	-8.5	0.1	x	5.3	-11.4	2.7
Cc1nnc(SCC(=O)NCCN2C(=O)CSC2=O)s1
→ 1.8	-4.0	-0.1	x	x	0.9	3.1	x	-4.1
Cn1c(CCc2ccccc2)nnc1SCC(=O)N1CCCC1
→ 6.0	0.7	-0.1	12.9	-0.2	-3.5	4.3	3.2	0.9
COc1cccc(CCc2nnc(CCC(=O)N3CCCC3c3nccs3)o2)c1 (stereo not drawn)
→ 2.0	-6.5	0.1	-11.4	0.1	-2.1	-13.1	15.3	-4.2
CCCCCCCCCc1nc(N)n[nH]1
→ 0.5	15.8	0.0	-5.6	-0.1	x	14.8	-4.2	-1.7
COC(=O)N1CCN(CCc2ccccc2)CC1
→ 1.7	0.6	0.4	2.1	14.8	-5.9	-17.9	-13.9	4.0
CCOc1ccc(NC(=O)CCc2nnc3ccc(N4CCC(C)CC4)nn23)cc1
→ 3.4	-4.8	-0.2	-41.4	-0.4	-0.6	41.2	10.2	-7.6
Cc1csc(NC(=O)CNC(=O)OCc2ccccc2)n1
→ 0.9	-3.9	-0.1	8.7	0.0	4.7	10.7	-5.7	-11.8
O=C(CCC(=O)N/N=C/c1ccco1)N/N=C/c1ccco1
→ 0.6	-3.0	0.7	15.9	0.3	5.2	6.4	-4.2	-4.8
N#CCc1ccc(NC(=O)c2cc(S(=O)(=O)N3CCOCC3)ccc2Cl)cc1
→ 3.1	-4.2	0.2	0.8	-0.1	-6.8	-7.7	6.3	-4.3
Cc1noc(C)c1COc1ccc(C(=O)NCc2ccccn2)cc1
→ 0.5	-4.4	-0.9	26.5	-0.2	7.2	5.5	-4.7	4.5
O=S(=O)(Cc1ccccc1Cl)c1ncn[nH]1
→ 0.0	3.9	-0.5	14.0	0.5	1.2	-12.5	-1.4	-1.2
O=S(=O)(NCCc1csc(-c2cccnc2)n1)c1ccc(F)cc1
→ 9.8	-1.9	0.0	x	x	5.3	-11.8	x	0.0
Cc1ccc(S(=O)(=O)N(Cc2ccccc2)c2ccccn2)cc1[N+](=O)[O-]
→ -1.6	-2.5	0.3	-2.2	-2.5	3.0	-19.7	-4.4	-2.8
CC(=O)OC(C(=O)NCc1ccco1)c1ccncc1 (stereo not drawn)
→ 1.5	-0.1	0.2	-6.2	-0.5	-9.9	-0.6	6.8	4.6
COC(=O)c1ccc(C(=O)O)nc1
→ 2.2	4.0	-1.2	16.9	-0.7	3.2	-5.6	-3.2	19.4
CCn1c(=O)cc(C(F)(F)F)[nH]c1=S
→ 2.3	-3.6	-0.2	-7.5	1.5	-1.7	2.6	1.6	9.3
OCCC1CN(CC(c2ccccc2)c2ccccc2)CCN1C1CCCC1 (stereo not drawn)
→ 2.0	-6.5	-0.7	6.0	-1.1	-33.7	2.3	-31.3	-3.7
O=C(Cc1ccccc1)Nc1sc2c(c1C(=O)Nc1ccc(Br)cc1)CCCC2
→ 2.2	-3.3	-0.7	x	0.2	5.9	35.6	-9.3	19.7
CC(=O)NS(=O)(=O)c1ccc(NC(=O)CSc2ccc(Cl)cc2)cc1
→ 0.6	-5.8	0.7	-17.7	1.1	-0.9	-8.2	9.1	4.1
O=C(CCCl)Nc1ccc(S(=O)(=O)NCc2ccco2)cc1
→ 7.2	-8.0	-0.3	-3.4	1.1	4.7	-9.8	10.7	3.2
